KDM5B inhibitor: KDM5B demethylase inhibition; Q9UGL1; KDM5B demethylase, FDH-coupled NADH fluorescence (FDH is formaldehyde dehydrogenase); Potency, µM (top dose mostly 57.7 µM), for the others: top-dose activity change, negative = inhibition, most hits filed as inhibitors; hit rate 2.6% among 220,000; AID 1347165; active = well fitted inhibition curve with a large enough effect; inconclusive = small, poorly fitted or top-dose-only effect; inactive = no such curve, though single readings can be large or run the other way; note: 0% is about no effect; nearly all actives have a fitted effect of over 70% in size
Target sequence (Q9UGL1 whole entry, looked up): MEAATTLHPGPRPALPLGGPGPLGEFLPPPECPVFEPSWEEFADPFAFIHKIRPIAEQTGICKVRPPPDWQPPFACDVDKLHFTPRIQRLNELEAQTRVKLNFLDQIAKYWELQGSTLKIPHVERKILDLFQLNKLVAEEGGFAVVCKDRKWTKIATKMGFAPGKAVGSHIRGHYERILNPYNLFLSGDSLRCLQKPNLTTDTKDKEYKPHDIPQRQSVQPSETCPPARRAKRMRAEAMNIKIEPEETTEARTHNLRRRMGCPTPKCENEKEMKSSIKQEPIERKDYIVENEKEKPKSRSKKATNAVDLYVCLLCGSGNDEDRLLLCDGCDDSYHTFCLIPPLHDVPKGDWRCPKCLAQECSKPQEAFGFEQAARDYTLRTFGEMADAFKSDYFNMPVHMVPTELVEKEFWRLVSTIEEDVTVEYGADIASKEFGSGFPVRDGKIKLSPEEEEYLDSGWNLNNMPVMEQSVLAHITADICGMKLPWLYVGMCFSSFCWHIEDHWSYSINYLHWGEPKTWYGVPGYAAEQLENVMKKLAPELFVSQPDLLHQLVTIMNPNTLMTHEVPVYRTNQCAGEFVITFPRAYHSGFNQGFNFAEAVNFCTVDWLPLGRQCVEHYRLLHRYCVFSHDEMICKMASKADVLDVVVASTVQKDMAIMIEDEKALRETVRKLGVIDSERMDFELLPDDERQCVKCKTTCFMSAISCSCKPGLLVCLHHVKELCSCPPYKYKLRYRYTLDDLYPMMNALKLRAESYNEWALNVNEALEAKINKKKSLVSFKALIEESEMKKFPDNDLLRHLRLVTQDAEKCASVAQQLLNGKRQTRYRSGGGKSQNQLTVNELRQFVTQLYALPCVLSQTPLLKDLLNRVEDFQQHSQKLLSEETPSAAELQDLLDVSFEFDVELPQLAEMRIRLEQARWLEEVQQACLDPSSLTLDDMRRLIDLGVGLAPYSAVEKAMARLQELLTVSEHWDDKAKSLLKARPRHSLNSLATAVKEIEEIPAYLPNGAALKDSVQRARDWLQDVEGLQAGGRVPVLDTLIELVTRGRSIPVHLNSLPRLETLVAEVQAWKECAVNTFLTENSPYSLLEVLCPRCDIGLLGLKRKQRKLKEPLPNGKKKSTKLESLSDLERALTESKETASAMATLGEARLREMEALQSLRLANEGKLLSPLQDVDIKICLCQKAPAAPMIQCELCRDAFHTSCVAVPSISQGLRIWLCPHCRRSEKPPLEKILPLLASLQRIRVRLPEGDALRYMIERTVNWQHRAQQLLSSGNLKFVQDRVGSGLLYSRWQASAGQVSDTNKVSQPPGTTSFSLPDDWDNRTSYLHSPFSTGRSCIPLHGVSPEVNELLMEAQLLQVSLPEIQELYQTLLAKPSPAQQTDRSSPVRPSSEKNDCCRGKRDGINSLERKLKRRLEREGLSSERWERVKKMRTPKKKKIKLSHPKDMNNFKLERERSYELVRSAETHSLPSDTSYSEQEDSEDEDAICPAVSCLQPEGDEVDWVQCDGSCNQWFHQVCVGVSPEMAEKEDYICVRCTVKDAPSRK
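Here, H3K4me3 peptide (12.5 µM in substrate mix) is demethylated by KDM5BΔAP, 200 nM final, after 10 min compound exposure. Formaldehyde product is coupled through FDH (0.25 U/mL in mix) to NADH fluorescence; 30-min ΔRFU feeds dose-response curves.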
* hit, by the source's call; i = inactive; ? = inconclusive; & = joins results of further samples; [ ] = another dose, or the depositor's remark. Potency is the fitted concentration of half-maximal effect. Only part of the results is shown (hit frequency here may not be typical).

SMILES	KDM5B inhibitor
CCOc1cccc2c1N[C@@H](c1ccc(C(=O)O)cc1)[C@H]1CC=C[C@@H]21	?
CC1=C(C(=O)OC(C)C)C(c2ccccc2C)N2C(CC(=O)NC3CC3)=CSC2=N1 (stereo not drawn)	?
CSc1nc2sc3c(c2c(=O)n1-c1ccccc1)CC(C(C)C)OC3 (stereo not drawn)	-3%
COC(=O)CNC(=O)C1CCc2nnc(-c3ccc(Cl)nc3)n21 (stereo not drawn)	2%[115 µM]
Cc1cc(C)c2c(c1)C(=O)/C(=C/c1ccc(C(=O)O)cc1)CC2	-15%
O=C(NC1CCCCC1)c1cc(-c2ccc(Br)cc2)nc2ccccc12	16%
COc1ccc(CNC(=O)C2Cn3cccc3C(=O)N2Cc2cccnc2)cc1OC (stereo not drawn)	-25%
CC(C)CNC(=O)c1cc(C2CC2)nc2onc(C3CCNC3)c12 (stereo not drawn)	100µM*
CN1C(=O)CC(C(=O)O)C12CCN(C(=O)Nc1cccc(F)c1)CC2 (stereo not drawn)	28%
CCOC(=O)c1noc2ncnc(Nc3cccc(OC)c3)c12	?
CCOC(=O)C1CCC(CN(Cc2ccc(OC)cc2)S(=O)(=O)c2ccc(F)c(C(=O)Nc3ccc(C)c(C)c3)c2)CC1 (stereo not drawn)	-22%
CC(C)c1noc(-c2cn(C3CCN(C(=O)c4ccc(C#N)cc4)C3)nn2)n1 (stereo not drawn)	-13%
COc1ccc(CNC(=O)c2ccc(CS(=O)Cc3ccccc3Cl)o2)cc1 (stereo not drawn)	-44%
O=C(/C=C/c1cccs1)OC(C(=O)c1c[nH]c2ccccc12)c1ccccc1 (stereo not drawn)	?
C=CCCC(=O)N1CCC(n2nccc2NC(=O)c2ccccc2C)CC1	27%
COc1cccc(NC(=O)c2ncoc2-c2ccc(C)o2)c1	-29%
CCOc1ccccc1Oc1coc2cc(OC(=O)c3ccccc3F)ccc2c1=O	?
Cc1ccc(/C=C/C(=O)c2ccc(C#N)cc2)s1	-26%
COc1ccc(NC(=O)C(C)N(c2ccc(C)c(C)c2)S(C)(=O)=O)cc1Cl (stereo not drawn)	-13%
Cc1ccc(-c2csc(NC(=O)c3ccc(Cl)c(N4CCCC4=O)c3)n2)cc1	2%
Cc1ccc(NC(=O)C(=O)NCC(c2cccnc2)N2CCN(Cc3ccccc3)CC2)cc1 (stereo not drawn)	7%
CCc1ccc(-n2nc(C)c3c(C)cc(=O)n(CC(=O)Nc4ccc(OC)c(OC)c4)c32)cc1	6%
c1ccc(Nc2c3c(nc4ccccc24)CCC3)cc1	-19%
O=C(Cn1cccc1-c1nc(-c2ccc(F)cc2)no1)Nc1ccc(F)c(F)c1	-14%
O=C(N/N=C/c1cccnc1)c1ccc(NC(=O)c2cccc(Cl)c2)cc1	-3%
Cc1ccc(NC(=O)Nc2cccc(-c3ccc(N4CCOCC4)nn3)c2)cc1F	-25%
O=C(NCCS(=O)(=O)N1CCN(c2ccccc2)CC1)C1CC(=O)N(c2ccccc2)C1 (stereo not drawn)	22%&-21%
CN(C)S(=O)(=O)c1ccc(CNC(=O)C2CCCN(CC(N)=O)C2)cc1 (stereo not drawn)	?
CN1C[C@@H](N)C[C@H]1c1nc(-c2ccc3c(c2)OCO3)no1	?
O=C(CN1CCCC1c1nc2ccccc2s1)NC(=O)Nc1ccc2c(c1)OCCO2 (stereo not drawn)	6%
CCN1CCN(c2oc(-c3cccs3)nc2C#N)CC1	?
O=C1[C@@H]2C[C@@H](O)CN2C2(CN(C3CCC(F)(F)CC3)C2)C(=O)N1Cc1cccc(Cl)c1	-7%
O=C(c1ccccn1)N1CCN(C(=O)c2nnn3c2COC(c2ccc(Cl)cc2)C3)CC1 (stereo not drawn)	29%
CCOC(=O)Cn1cc(CN2C(C(=O)OC)CN(Cc3ccc(C)cc3)CCS2(=O)=O)nn1 (stereo not drawn)	4%
Cc1csc(/C(C#N)=C\c2ccc(OC(F)(F)F)cc2)n1	-29%
O=C1O[C@@H]2CN(S(=O)(=O)N3CCCC3)C[C@@H]2N1CCc1cccc(Cl)c1	20%
O=C(c1ccc(Cl)cc1)N1CC2(CCN(CC3CCCCC3)CC2)Cc2ccccc21	4%[115 µM]
COc1ccccc1CNc1ccc(-c2nc(C)no2)cc1[N+](=O)[O-]	-10%
Clc1ccc(COc2cccc(CNc3nn[nH]n3)c2)c(Cl)c1	-6%
COc1ccc(CC(=O)Nc2ccc(S(=O)(=O)Nc3nccs3)cc2)cc1	11%
CC(C)(C)C(=O)NC12CC3CC(CC(C3)C1)C2	-6%
O=S(=O)(c1ccc(-c2nc(-c3ccccc3)no2)o1)N1CCOCC1	4%
COc1cccc(CN(C(=O)c2oc3ccccc3c2C)C2CCS(=O)(=O)C2)c1 (stereo not drawn)	5%
O=C(CSc1nc2ccc(Cl)cc2[nH]1)N1N=C(c2cccs2)CC1c1ccco1 (stereo not drawn)	?
CC(=O)Nc1ccc(NC(=S)NC(=O)c2ccc(Cl)cc2)cc1	-9%
COc1ccc(CCN2CC(NCc3ccc(-n4cccn4)cc3)CC2=O)cc1 (stereo not drawn)	2%
CCc1ccc(C(O)(CC(C)C)C(CN2CCOCC2)c2ccccc2)cc1 (stereo not drawn)	?
CCOC(=O)C1CCCN(C(=O)C2CC(c3ccc(CC)cc3)CN(C(=O)c3ccoc3)C2)C1 (stereo not drawn)	-5%
Cc1ccc2c(=O)cc(C(=O)Nc3cccc(C(F)(F)F)c3)oc2c1	12%
CCOc1ccc(NC(=O)CSC2=Nc3ccccc3C3=NC(CCC(=O)NCc4ccco4)C(=O)N23)cc1 (stereo not drawn)	-17%

Three entries already listed, arranged by the value under KDM5B inhibitor, largest number first:
SMILES	KDM5B inhibitor
O=S(=O)(c1ccc(-c2nc(-c3ccccc3)no2)o1)N1CCOCC1	4%
COc1ccc(CCN2CC(NCc3ccc(-n4cccn4)cc3)CC2=O)cc1 (stereo not drawn)	2%
CC(=O)Nc1ccc(NC(=S)NC(=O)c2ccc(Cl)cc2)cc1	-9%

More entries:
SMILES	KDM5B inhibitor
O=C(CCc1nc2ccccc2[nH]1)NC1CCN(C(=O)N2CC3CC(C2)[C@H]2CCCC(=O)N2C3)CC1 (stereo partly drawn)	21%
CCc1ccccc1S(=O)(=O)N1C[C@@H](F)C[C@H]1C(=O)N1CCCCC1	16%
Cc1cc(C(=O)N2CCCC(N3CCN(c4cccc(Cl)c4)CC3)C2)no1 (stereo not drawn)	-14%
CC(=O)N1CCN(C(=O)N2CC3CC(C2)[C@H]2CCCC(=O)N2C3)CC1 (stereo partly drawn)	-20%
COc1cc(C2NC(=O)NC(C)=C2C(=O)OCC(F)(F)F)ccc1O (stereo not drawn)	10%
O=C(Nc1ccccc1)/C(=C/c1ccc([N+](=O)[O-])cc1)NC(=O)c1ccco1	-9%
Cc1nc(SCc2ccc(C(=O)O)cc2)c2c(C)c(C)sc2n1	10%
CCN(Cc1nc2ccccc2c(=O)[nH]1)Cc1cc(=O)oc2cc(C)c(C)cc12	0%
CC(C(=O)N1CCc2ccccc21)N(C)CC(=O)Nc1ccc(F)cc1 (stereo not drawn)	-4%
O=C(Nc1c(C(=O)c2ccccc2)oc2ccccc12)c1cc(=O)c2ccccc2o1	16%
COc1ccc(C2Cn3nnc(-c4noc(Cc5ccccc5OC)n4)c3CO2)cc1 (stereo not drawn)	10%
CCc1ccc(OCC(=O)N(Cc2cccs2)c2ccc(Cl)cc2)cc1	-8%
CCOc1ccccc1C(=O)Nc1ccc(C(F)(F)F)oc1=O	15%
O=C1[C@@H]2C[C@@H](O)CN2C2(CN(C3Cc4ccccc4C3)C2)C(=O)N1Cc1ccccc1F	-15%
Cc1cccc(OCCCSc2nc(-c3ccc(C(C)(C)C)cc3)nc3cc(=O)[nH]n23)c1C	?
CCn1c(C(=O)O)c(CC(=O)Nc2cccc(C(F)(F)F)c2)c2ccccc21	34%
CCOC(=O)c1cc(-c2ccc(OC)cc2)n(CCC(=O)Nc2nc3ccc(OCC)cc3s2)c1C	-24%
CCc1ccc(OCC(=O)NC(Cc2c[nH]c3ccccc23)C(=O)O)cc1 (stereo not drawn)	12%
Cc1ccc(CNC(=O)CCS(=O)(=O)c2cc3c4c(c2)CCN4C(=O)CC3)cc1	-4%
Cc1ccccc1-n1ncc2c1ncn1nc(-c3cccs3)nc21	4%
CN(C)CC(C)(C)NC(=O)c1csc2nc(-c3cccc(C(F)(F)F)c3)cn12	?
COCCCNC(=O)C1CCN(C(=O)N2CC3CC(C2)[C@H]2CCCC(=O)N2C3)CC1 (stereo partly drawn)	-6%
CCOC(=O)c1sc(N)c(C#N)c1CSCc1ccccc1	-7%
NCc1cccc(-c2cc(F)cc(F)c2)c1	-8%[149 µM]
Cc1cccc(-c2nc(C#N)c(N3CCN(c4ccccc4)CC3)o2)c1	?
Cc1cccc(N2CCN(CC(=O)N3CC[C@@](C)(O)[C@@H](O)C3)CC2)c1	-7%
COc1ccc(CC(=O)N2CC[C@@H](CC(=O)O)[C@@H](CCN3CCC(C(N)=O)CC3)C2)cc1	-23%
O=C(N[C@H]1CO[C@H]2[C@@H]1OC[C@@H]2Nc1nccc(-c2ccco2)n1)c1ccco1	40µM*
COc1ccc(CC(=O)Nc2nnc3n2CCS3)cc1OC	?
CC1CCCCN1c1ccc(C(N)=O)cc1NC(=O)c1cccc(-n2cnnc2)c1 (stereo not drawn)	8%
Cc1ccc(C(=O)N2CCC(C)CC2)cc1S(=O)(=O)N1CCCCC1	19%
COc1ccc(OC2CN(Cc3ccc(NC(C)=O)cc3)C2)cc1	1%[149 µM]
CCC(C)(CNC(=O)NCc1csc(C)n1)N1CCOCC1 (stereo not drawn)	12%
CCCCCn1c(CNC(=O)c2ccc(F)cc2)nc2ccccc21	5%
O=C(C1=C(O)C(=O)N(CCN2CCOCC2)C1c1cccs1)c1cc2ccccc2o1 (stereo not drawn)	?
CCCc1cc(=O)n2[nH]c(NC(=O)c3ccccc3Cl)nc2n1	-19%
Cn1c(=O)c2c(SCC(=O)NCc3ccco3)nc(-c3cccc(F)c3)nc2n(C)c1=O	-15%
Cc1cc(C)cc(NC(=O)Cn2c(-n3nc(C)cc3C)nc(-c3ccccc3)cc2=O)c1	?
COc1ccc(CCNC(=O)CCCn2c(=O)c3ccccc3n(CC(=O)Nc3c(C)cc(C)cc3C)c2=O)cc1OC	14%
CC(O)c1nc2ccccc2s1 (stereo not drawn)	5%
Cc1sc(NC(=O)C(Cc2ccccc2)Cc2ccccc2)c(C#N)c1C	-9%
CCCCc1nn2c(=O)cc(COC(=O)c3ccc(NC(=O)c4ccccc4C)cc3)nc2s1	?
COc1ccc(-c2cc(N3CCCC(NC(=O)c4ccccc4Cl)C3)n[nH]2)cc1 (stereo not drawn)	?
CC(C)CN1CC2(CCN(C(=O)Cc3c[nH]c(=O)n(C)c3=O)CC2)CC1=O	-19%
Cc1c(CC(=O)O)c(=O)oc2c(C)c(OCc3cccc(Cl)c3)ccc12	i
CCc1ccccc1NC(=O)N1CCC2(CC1)C(=O)N(CC(=O)N(C)C)CN2c1ccccc1	3%
Cc1cc2nc3n(c(=O)c2n1CC(=O)NCCc1ccc(Cl)cc1)CCCCC3	30%
O=C1OC[C@@H]2CCN(Cc3ccc(F)c(F)c3)Cc3ccc(F)cc3N12	-30%[86.2 µM]
O=S(=O)(c1ccc(-c2csc(Nc3ccc(F)cc3)n2)cc1)N1CCCCC1	?
Cc1nn(-c2ccc(F)cc2)c(Oc2ccc(F)cc2F)c1CCC(=O)N1CCCC1	10%

Exported comma-delimited: part of the list above.
Structure,KDM5B inhibitor
CCCc1cc(=O)n2[nH]c(NC(=O)c3ccccc3Cl)nc2n1,-19%
Cn1c(=O)c2c(SCC(=O)NCc3ccco3)nc(-c3cccc(F)c3)nc2n(C)c1=O,-15%
Cc1cc(C)cc(NC(=O)Cn2c(-n3nc(C)cc3C)nc(-c3ccccc3)cc2=O)c1,?
COc1ccc(CCNC(=O)CCCn2c(=O)c3ccccc3n(CC(=O)Nc3c(C)cc(C)cc3C)c2=O)cc1OC,14%
CC(O)c1nc2ccccc2s1 (stereo not drawn),5%
Cc1sc(NC(=O)C(Cc2ccccc2)Cc2ccccc2)c(C#N)c1C,-9%
CCCCc1nn2c(=O)cc(COC(=O)c3ccc(NC(=O)c4ccccc4C)cc3)nc2s1,?
COc1ccc(-c2cc(N3CCCC(NC(=O)c4ccccc4Cl)C3)n[nH]2)cc1 (stereo not drawn),?
CC(C)CN1CC2(CCN(C(=O)Cc3c[nH]c(=O)n(C)c3=O)CC2)CC1=O,-19%
Cc1c(CC(=O)O)c(=O)oc2c(C)c(OCc3cccc(Cl)c3)ccc12,i
CCc1ccccc1NC(=O)N1CCC2(CC1)C(=O)N(CC(=O)N(C)C)CN2c1ccccc1,3%
Cc1cc2nc3n(c(=O)c2n1CC(=O)NCCc1ccc(Cl)cc1)CCCCC3,30%
O=C1OC[C@@H]2CCN(Cc3ccc(F)c(F)c3)Cc3ccc(F)cc3N12,-30%[86.2 µM]
O=S(=O)(c1ccc(-c2csc(Nc3ccc(F)cc3)n2)cc1)N1CCCCC1,?
Cc1nn(-c2ccc(F)cc2)c(Oc2ccc(F)cc2F)c1CCC(=O)N1CCCC1,10%

The listing continues.
SMILES	KDM5B inhibitor
O=C(NCCc1nc(Cc2ccccc2)no1)c1ccc2nccn2c1	18µM*
O=[S+]([O-])(c1cccc(C(F)(F)F)c1)N1CCc2nc(-c3ccc(Cl)cc3)nc(-c3ccccc3)c2C1	0%
O=C(NCC1CCN(Cc2ccccc2F)CC1)Nc1ccc(F)c(Cl)c1	1%
Cc1oc(-c2cccs2)nc1CN1CCCC(c2ccn[nH]2)C1 (stereo not drawn)	28µM*
Cc1ccc(C)c(NC(=O)c2cnc(N3CCCC3)nc2C)c1	?
Cc1nccn1C1(C(=O)O)CCN(Cc2ccc(-c3ccn[nH]3)o2)CC1	?

Source: PubChem
